Vif imaging: HIV Vif inhibition. inhibition, % at 7.49 µM. HEK293T cells, Vif self-association by quenched fluorescence, imaging, 24 h. 340,000 tested, 0.35% active. AID 602346; in the data active = inhibition above about 50%, passing the limit was not always enough; inconclusive = no clear call, values can overlap the other calls; inactive = below about 31%; also: some results filed as inactive read as strong as hits
CaV13 ICDI inh: Primary screen for inhibitors of IQ motif and Ca2+-dependent inactivation inhibitor domain binding in CACNA1D, Förster resonance energy transfer in living cells, …; inhibition, % at 12.3 µM; HEK cells, CFP/YFP FRET ICDI-IQ, plate reader, 10 min; percent FRET-ratio fall versus neutral wells; AID 743397; 340,000 tested, 0.098% active;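 active = mean replicate inhibition of at least 30% and at least 1% of replicates passing that level; inconclusive = only one of the two criteria is met; inactive = neither criterion is met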;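 also: 0% = median of the neutral control wells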
m5-HT2A agonist: agonists of mouse serotonin 5-HT2A receptor (HTR2A); activation, % at 7.6 µM; 360,000 tested, 0.66% active; P35363; CHO-K1 mHTR2A beta-arrestin complementation, luminescence; percent of 30 µM serotonin response;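 active = activation above a run cutoff, the mean activation of all tested compounds plus 3 SD, cut at about 14% in these data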;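 also: 0% = plate median of compound wells and 100% = 30 µM serotonin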
Target sequence (P35363 whole entry, looked up): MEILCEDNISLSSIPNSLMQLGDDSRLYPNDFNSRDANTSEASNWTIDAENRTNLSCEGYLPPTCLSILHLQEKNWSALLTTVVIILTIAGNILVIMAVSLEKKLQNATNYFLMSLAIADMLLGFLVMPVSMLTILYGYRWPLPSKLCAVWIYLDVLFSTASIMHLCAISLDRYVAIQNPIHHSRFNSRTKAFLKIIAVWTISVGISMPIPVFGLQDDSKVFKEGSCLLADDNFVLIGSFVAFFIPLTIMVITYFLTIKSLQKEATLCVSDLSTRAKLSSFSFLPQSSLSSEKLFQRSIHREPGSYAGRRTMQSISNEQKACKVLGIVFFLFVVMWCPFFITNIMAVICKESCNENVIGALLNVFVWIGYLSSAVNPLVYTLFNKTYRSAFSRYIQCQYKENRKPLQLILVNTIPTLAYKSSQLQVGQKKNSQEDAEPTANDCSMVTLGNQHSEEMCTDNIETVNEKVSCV
aDG glyco up: alpha-DG glycosylation activation; activation, % at 10 µM; 360,000 tested, 0.22% active; Pro5-aDG cells, alpha-DG glycosylation AlphaScreen (IIH6); 0% Pro5, 100% B10-LARGE cell signal; AID 624168;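 active = activation of at least 8% versus controls, or a plate z-score of at least 8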;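 also: Pro5 are CHO cells carrying HIG-tagged alpha-DG that lacks glycosylation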
N-glyco inh: N-linked glycosylation inhibition | D54 ERlucT glycosylation luciferase reporter, 24 h; percent of 100 nM tunicamycin response | reporter increase, % at 12.5 µM | 360,000 tested, 0.23% active | AID 588692;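 active = mean luciferase reporter signal, scaled so untreated is 0 and the glycosylation-blocking control 100, at or above a set limit in every replicate; inconclusive = mean reaches the limit but not every replicate does; inactive = mean below the limit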;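 also: luciferase carries N-glycosylation sites so blocking glycosylation raises the light; 0% = median of neutral control wells and 100% = median of 100 nM tunicamycin wells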
hiPSC survival: increases survival of single human iPS cells. hiPSC single-cell survival, ATPlite luminescence; 100% = ROCK inhibitor wells, 0% = DMSO. survival enhancement, % at 20 µM. 360,000 tested, 0.044% active; in the data active = survival enhancement above about 18%;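 also: cells exposed to compounds for 16 hours before the ATP read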
ABCB6 inh 2: blocks the human ABCB6 transporter. K562-ABCB6 porphyrin accumulation, flow cytometry, 1 h; stronger effect = lower value. fluorescence ratio to DMSO, % at 10 µM. 360,000 tested, 0.19% active. AID 602162;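 active = fluorescence ratio to DMSO below 75%, the collection mean minus 3 SD; inconclusive = too few cells collected in the well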;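 also: signal is porphyrin accumulated inside mitochondria; 100% equals median channel fluorescence of DMSO control wells; lower ratio means ABCB6 inhibition with less porphyrin fluorescence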
H9c2 protect: myocardial damage modulation in H9c2 cells; H9c2 cardiomyocytes, H2O2 injury protection, ATPLite, 2 h; protection from H2O2 cell death, % at 20 µM; 360,000 tested, 0.63% active;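 active = compounds giving at least 50% protection of heart cells from peroxide-induced death in the single-dose screen, raw or plate-pattern-corrected value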;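 also: 0% = DMSO wells with peroxide and 100% = DMSO wells without peroxide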
Exocytosis inh: lytic granule exocytosis inhibition; TALL-104 LAMP-1 surface exposure, flow cytometry; cells stimulated with thapsigargin and PMA; inhibition, % at 10 µM; 360,000 tested, 0.66% active; AID 651702;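 active = inhibition above about 55%, limit read from the data; inconclusive = no clear call, values can overlap the other calls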
PDI inh: PDI (human) enzyme inhibition; P07237; PDI insulin aggregation turbidity, A650, 90 min; inhibition, % at 10 µM; 350,000 tested, 0.052% active; AID 588391;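 active = mean inhibition across replicates of 30% or more, whatever share of single replicates reach that level; inconclusive = mean inhibition below 30% while every single replicate reaches 30%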;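 also: absorbance from insulin aggregation driven by PDI reduction with DTT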
Target sequence (P07237 whole entry, looked up): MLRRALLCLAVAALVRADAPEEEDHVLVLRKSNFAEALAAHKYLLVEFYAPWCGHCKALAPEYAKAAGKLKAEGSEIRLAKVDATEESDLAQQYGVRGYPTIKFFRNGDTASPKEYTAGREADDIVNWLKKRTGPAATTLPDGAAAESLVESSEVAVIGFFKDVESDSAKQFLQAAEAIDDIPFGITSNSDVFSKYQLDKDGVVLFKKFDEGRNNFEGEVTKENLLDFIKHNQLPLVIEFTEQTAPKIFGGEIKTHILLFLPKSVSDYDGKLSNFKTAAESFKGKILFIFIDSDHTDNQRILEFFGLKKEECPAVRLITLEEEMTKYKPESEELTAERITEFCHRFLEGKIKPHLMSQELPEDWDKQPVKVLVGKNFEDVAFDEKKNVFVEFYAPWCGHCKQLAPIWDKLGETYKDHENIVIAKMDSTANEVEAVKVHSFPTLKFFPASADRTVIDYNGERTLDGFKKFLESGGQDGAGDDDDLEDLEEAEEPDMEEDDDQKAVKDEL
* = called active by the depositor; ? = inconclusive; . = no result given. Not all compounds are listed, so the mix of outcomes need not match the whole.

SMILES	Vif imaging	CaV13 ICDI inh	m5-HT2A agonist	aDG glyco up	N-glyco inh	hiPSC survival	ABCB6 inh 2	H9c2 protect	Exocytosis inh	PDI inh
O=P(N1CCCCC1)(N1CCCCC1)C(Cl)(Cl)Cl	-18	-5	0	0.3	-2	-2.5	98	-6	19	-1
CCC(C)C12CN3CCN(CC(C)(C3)C1O)C2 (stereo not given)	3	-2	-3	-0.6	0	-0.7	96	-6	22	0
C=CCC1C(=O)NC(=S)NC1=O	23	-5	6	-0.4	2	-0.4	103	2	-2	-9
CN(Cc1ccccc1)C(=C(Cl)Cl)/C(=C1/NCCN1Cc1ccc(Cl)nc1)[N+](=O)[O-]	1	.	7	0.3	1	-1.2	102	4	-2	-7
CN(C)c1ccc(CCN2CCOCC2)cc1	0	-10	-1	0.0	-5	1.1	98	-2	-6	3
CC(C)Oc1cccc(NC(=O)c2cccn(Cc3ccc4c(c3)OC(F)(F)O4)c2=O)c1	-8	.	4	-0.1	-5	-0.7	100	-7	6	-3
O=C1C=C2C=C[C@@H]3CC2(O1)[C@H]1CCCCN31	0	-6	-1	1.1	-1	-4.3	97	21	-4	-9
O=C1NC(=O)C2(Cc3cc([N+](=O)[O-])ccc3N3CCN(C(=O)c4ccccc4)CC32)C(=O)N1 (stereo not given)	2	-4	-9	-0.1	0	2.7	99	-4	-9	2
CC1(C(=O)O)CCCC2(C)c3cc(O)ccc3CCC12 (stereo not given)	9	-14	6	0.0	-3	-0.1	90	21	-23	0
C#CC1(O)CCC2C3CCC4=CC(=O)CCC4=C3C=CC21C (stereo not given)	11	-4	5	0.8	1	0.0	91	-8	0	2
COc1nc(C)nc(NC(=O)NS(=O)(=O)c2ccccc2Cl)n1	-8	-6	0	0.4	4	1.6	93	25	-3	-2
c1ccc2c(c1)Sc1ccccc1N2CC1CN2CCC1CC2 (stereo not given)	53*	-6	-11	-0.2	-1	-2.2	97	2	-1	17
CCCCSC1=NN1c1nc(N)nc(C)c1CC	0	.	1	-0.1	2	1.8	94	6	-3	-5
O=P(Nc1cccnc1)(Oc1ccccc1)Oc1ccccc1	2	6	-9	0.5	1	-0.8	96	10	-4	5
CC(=O)Nc1ccc(OC(=O)N(C)c2ccc(C)cc2)cc1	11	7	1	0.0	-1	0.3	99	-7	6	-2
CCC(c1nnnn1Cc1ccccc1)N1CCC2(CC1)C(=O)NCN2c1ccccc1 (stereo not given)	6	-8	2	-0.2	2	-1.1	98	15	2	.
O=C1NC(=O)N(Cc2ccc(F)cc2)C(=O)/C1=C\C=C\c1ccco1	1	-3	2	0.1	.	-0.7	95	-9	10	-1
CC1CCSP(=O)(Oc2ccccc2)O1 (stereo not given)	-1	-5	2	-0.1	1	-0.4	99	2	-10	-3
CCCC(CCC)C(=O)OC[N+](C)(C)CCOC(=O)C(O)(c1ccccc1)C1CCCC1 (stereo not given)	-10	11	-2	0.1	-1	-0.5	101	-4	0	5
O=C(COc1ccccc1)Nc1ccc(Cl)cc1C(=O)c1ccccc1	-3	-5	0	0.0	-3	4.5	101	-10	-2	-18
COC(=O)C1=C(c2ccc(S(C)(=O)=O)cc2)C[C@@H]2CC[C@H]1N2C(=O)NCCO	8	-6	7	0.0	2	-2.1	99	2	9	0
CCC1(CC)C(=O)N(Cc2ccccc2)C(=O)N(Cc2ccccc2)C1=O	-26	.	-1	0.1	0	-0.1	96	0	-3	8
CC(C)(C)n1nnnc1C(c1cccc2ccccc12)N1CCC2(CC1)C(=O)NCN2c1ccccc1 (stereo not given)	-4	-5	-1	0.5	-3	-1.4	99	-8	-2	.
CC(C)C/C(=N/O)c1cn(C)c2ccccc12	-5	-4	-2	-0.1	1	4.2	95	2	-1	-2
CCCOc1ccc(C(=O)NC(=S)N2C[C@H]3C[C@H](C2)c2cccc(=O)n2C3)cc1	?	.	-2	0.1	2	2.0	105	0	5	.
O=P(O)(O)Oc1ccccc1P(=O)(c1ccccc1)c1ccccc1	-10	-17	-2	0.0	0	-0.5	95	2	-11	-3
O=C1C2CCN(CC2)C1Cc1ccc(OCc2ccccc2)cc1 (stereo not given)	-4	2	-3	0.0	-2	2.3	104	-6	3	3
CC(=O)OC1C2(CC3N4C(=O)C5(CO)SSC4(CC31O)C(=O)N5C)OC(C)C(C)(C)C2=O (stereo not given)	1	.	-36	-0.4	-21	2.2	93	-8	75*	2
CC1=CC2/C=C(\C)CCC(O)C(O)/C=C/C(=O)C23C(=O)NC(CC(C)C)C3C1C (stereo not given)	2	.	-7	-0.2	-21	-6.4	97	-12	0	.
COc1ccc(S(=O)(=O)NC(CC(=O)N2CCC3(CC2)OCCO3)C(C)C)cc1 (stereo not given)	0	-8	0	-0.2	2	-0.5	93	9	-2	15
c1ccc(C2NCc3ccccc3-n3cccc32)cc1 (stereo not given)	-8	-6	-1	0.0	1	-0.9	94	-9	-2	4
COc1ccc(-c2ccc3c(c2)CN(c2cccc(Cl)c2)Cc2cnnn2-3)cc1	5	-5	-1	-0.1	0	-0.5	98	-2	88*	.
COc1ccccc1N1C(=O)NC(=O)C2(Cc3cc(C)ccc3N(C)C2)C1=O (stereo not given)	.	-4	0	0.1	.	-1.1	100	10	-2	3
C/C(CCc1c[nH]c2ccccc12)=N\O	0	-9	-4	0.0	0	4.2	101	-5	3	-2
CNP(=O)(Oc1ccccc1)OC12CC3CC(CC(C3)C1)C2 (stereo not given)	-4	5	9	0.0	3	-0.2	83	6	3	-1
CCc1ccc(CNCCc2ccccc2F)cc1	1	-17	10	0.5	1	-1.7	87	-5	0	11
COc1ccccc1N1CCN(Cc2ccc(Cl)cc2Cl)CC1	-2	-6	-7	0.2	-2	1.0	100	0	0	0
CCCCCCCCCCCCCCCC[N+](C)(C)C	-5	-5	-5	0.7	-17	-2.8	92	-26	-4	0
CC(C)c1oc(=O)cc2c1[C@@H](O)[C@H]1OC(=O)[C@@]3(C)CC[C@@H](O)[C@@]2(C)C13 (stereo not given in full)	.	28	7	0.1	-14	-2.0	104	-3	-2	-3
CSc1ccc(C(=O)C2CCCN(Cc3cnc(SC)nc3)C2)cc1 (stereo not given)	-6	-1	-3	0.5	-1	0.0	89	-1	4	-33
O=C1NC(=O)N(c2ccccc2F)C(=O)/C1=C/c1ccc(Sc2nc3ccccc3[nH]2)o1	3	-5	2	0.5	2	-1.0	97	-2	1	6
O=C1NCCCCC1(Cl)Cl	4	-4	17*	0.3	0	-0.5	99	2	-3	3
Cc1nc2ccccc2c(=O)n1-c1ccc(C(=O)O)cc1	-5	0	4	0.0	0	-0.8	99	2	-3	-5
CCCC1(CC(C)CC)C(=O)NC(=O)NC1=O (stereo not given)	10	-6	-4	0.0	-1	0.5	90	-3	2	-4
C[C@@H]1CN([C@@H](C)CO)C(=O)CCCn2cc(nn2)CO[C@H]1CN(C)C(=O)Oc1ccc2ccccc2c1	11	-4	-3	-0.1	3	2.5	108	13	-1	0

A different layout for some results above:
CNP(=O)(Oc1ccccc1)OC12CC3CC(CC(C3)C1)C2 (stereo not given)
  Vif imaging: -4
  CaV13 ICDI inh: 5
  m5-HT2A agonist: 9
  aDG glyco up: 0.0
  N-glyco inh: 3
  hiPSC survival: -0.2
  ABCB6 inh 2: 83
  H9c2 protect: 6
  Exocytosis inh: 3
  PDI inh: -1
CCc1ccc(CNCCc2ccccc2F)cc1
  Vif imaging: 1
  CaV13 ICDI inh: -17
  m5-HT2A agonist: 10
  aDG glyco up: 0.5
  N-glyco inh: 1
  hiPSC survival: -1.7
  ABCB6 inh 2: 87
  H9c2 protect: -5
  Exocytosis inh: 0
  PDI inh: 11

Carrying on.
SMILES	Vif imaging	CaV13 ICDI inh	m5-HT2A agonist	aDG glyco up	N-glyco inh	hiPSC survival	ABCB6 inh 2	H9c2 protect	Exocytosis inh	PDI inh
COc1ccccc1NC1(C#N)CCCCC1	3	-4	0	0.4	1	1.4	102	10	-2	4
CCOc1ccc(-c2cc(C)[n+](CCc3ccc(OC)c(OC)c3)c(-c3ccc(OCC)cc3)c2)cc1	-24	-19	2	0.1	1	-0.7	85	-18	57*	18
Cc1occc1C(=O)N1CCC2(CC1)OCCO2	-7	-9	1	0.0	3	1.9	104	4	-2	1
CCCC(=O)c1cc(CP(=O)(OCC)OCC)oc1C	50*	-4	0	1.3	1	-0.6	97	5	16	-1
CCOC(=O)[C@]12Cc3ccccc3[C@H]1N(Cc1ccccc1)C(=O)c1cc(OC)ccc12	.	-10	-6	-0.1	.	-0.9	95	.	3	.
CN1C(=O)C(=Cc2ccc(N3CCCCCC3)o2)C(=O)N(C)C1=S	28	.	-3	-0.5	0	-1.4	119	-28	0	-7
N[C@@H](Cc1c[nH]c2ccccc12)c1nnc(SCc2c(F)cccc2Cl)o1	4	-9	-4	0.0	-1	1.4	93	6	1	0
COc1ccc2c(c1)c(C(=O)CN1CCC3(CC1)OCCO3)c(C)n2Cc1ccccc1	15	-3	-3	0.1	-3	-1.7	98	-7	-2	8
COc1ccc2c3c1OC1[C@H](O)CCC4[C@@H](C2)N(C)CC[C@]314 (stereo not given in full)	-13	.	3	0.2	1	-0.7	102	5	1	2
CCOC(=O)c1cccc(NC(=O)c2c(O)[nH]c(=O)[nH]c2=O)c1	-7	-6	-2	0.2	1	-1.8	100	-5	0	0
c1ccc(CN2Cc3ccccc3-n3nncc3C2)cc1	-2	-7	-2	-0.2	1	-1.7	97	-6	0	-5
C=C(C)[C@@]12OC3(c4ccccc4)O[C@@H]1C1[C@@H]4O[C@]4(CO)[C@@H](O)[C@]4(O)C(=O)C(C)=C[C@H]4[C@@]1(O3)[C@H](C)[C@H]2OC(=O)/C=C/C=C/c1ccccc1 (stereo not given in full)	?	.	-1	-0.2	53*	42*	102	-14	-2	.
Cc1ccc(-c2cc(-c3ccc(C)cc3)[n+](C)o2)cc1	-11	-3	0	0.1	2	-2.5	93	-11	0	2
CC[C@H]1CN(C)CCc2c([nH]c3ccccc23)C(=O)C[C@@H]1/C(=C\OC)C(=O)OC	8	.	0	-0.3	0	-3.7	101	2	-4	.
Cc1ccc2c(c1)C1CN(C)CCC1N2C(=S)Nc1cccnc1 (stereo not given)	3	1	1	-0.1	-2	-1.4	96	-7	4	2
CC(=O)C1C2c3ccccc3OC1(C)N=c1s/c(=C/c3cn(C)nc3C)c(=O)n12 (stereo not given)	2	.	0	0.0	3	6.2	97	9	0	13
O=Cc1cn(Cc2ccc(F)cc2)c2ccccc12	1	-3	-1	0.8	-19	2.3	100	1	-3	13
O=C1OC(c2ccc(Cl)cc2)=N/C1=C\N1CC2CC(C1)c1cccc(=O)n1C2 (stereo not given)	-4	-7	2	-0.1	0	-0.1	96	9	-5	8
O=c1[nH]c(=O)n(Cc2ccc(F)cc2)c(O)c1/C=N/Nc1ccccc1	?	-7	3	0.1	1	-0.2	99	2	2	6
CC(=O)c1ccc2c(c1)C1C(Cl)C(Sc3ccccc3[N+](=O)[O-])CC1C(C(=O)O)N2 (stereo not given)	-11	-8	6	-1.3	1	-2.6	105	13	-14	17
COc1ccc(-c2cc(=NCCC(=O)O)c3cc(C)ccc3o2)cc1	-11	1	-2	0.4	-3	-0.1	105	-13	5	2

Screening results: PubChem, several laboratories
